Rab9 promoter act: Rab9 promoter activation; Huh7 Rab9 promoter-luciferase reporter, luminescence, 24 h; Potency, µM (top dose mostly 9.22 µM), inactives show at the highest dose activation, negative = inhibition, usual class: activators; 2.8% of 320,000 active; note: potency is the fitted concentration of half-maximal effect; % of control where 0% means no effect; nearly all actives have a fitted effect of over 60% in size
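Using Huh7 cells stably transfected with Rab9 promoter–luciferase, compounds were incubated 24 h at 37 °C, 5% CO2; luciferase luminescence was read 10 min after reagent addition.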
RORgamma inh: inhibitors of mouse ROR gamma transcriptional activity; P51450; Drosophila S2 Gal4-RORgamma UAS-luciferase reporter, 20 h; Potency, µM (series often up to 53.6 µM), without a hit: at the highest dose activity change, negative = inhibition, actives largely listed as inhibitors; 5.4% of 310,000 active; note: potency is the fitted concentration of half-maximal effect; % is set by controls: 0 for no effect and ±100 for the full control effect; nearly all actives have a fitted effect of over 60% in size
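Luminescence from a UAS-regulated Photinus luciferase reporter in stably transfected Drosophila Schneider cells is measured; decreased signal marks ROR gamma inhibition. Fusion expression is induced by 700 uM copper sulfate for 20 hr.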
Coupling enz: counter-screen for Giardia aldolase inhibitors: coupling enzyme system | coupling enzyme system counterscreen, AmpLite Red fluorescence | 0.67% of 290,000 active | AID 2472 | activity change, negative = inhibition, % at 58.2 µM, hits read low; in the data active = activity change below about -30%; note: % is set by controls: 0 for no effect and ±100 for the full control effect
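Counterscreen lacking aldolase: glyceraldehyde-3-phosphate coupling-enzyme reagent preincubated 10 min at RT with compound (at 57.5 uM final), then substrate/coupling system with AmpLite Red added; fluorescence read at 525/598 nm after 20 min RT.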
Tb PFK block: T. brucei PFK enzyme inhibition; T. brucei PFK, ADP-Glo luminescence; Potency, µM (doses to about 57.5 µM), without a hit: at the top dose activity, negative = inhibition, hits mostly inhibitors; AID 485367; 0.17% of 330,000 active;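 note: potency is the fitted concentration of half-maximal effect; 0% = uninhibited 1x PFK enzyme wells and -100% = no-enzyme wells; nearly all actives have a fitted effect of over 60% in size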
Target sequence (O15648 whole entry, looked up): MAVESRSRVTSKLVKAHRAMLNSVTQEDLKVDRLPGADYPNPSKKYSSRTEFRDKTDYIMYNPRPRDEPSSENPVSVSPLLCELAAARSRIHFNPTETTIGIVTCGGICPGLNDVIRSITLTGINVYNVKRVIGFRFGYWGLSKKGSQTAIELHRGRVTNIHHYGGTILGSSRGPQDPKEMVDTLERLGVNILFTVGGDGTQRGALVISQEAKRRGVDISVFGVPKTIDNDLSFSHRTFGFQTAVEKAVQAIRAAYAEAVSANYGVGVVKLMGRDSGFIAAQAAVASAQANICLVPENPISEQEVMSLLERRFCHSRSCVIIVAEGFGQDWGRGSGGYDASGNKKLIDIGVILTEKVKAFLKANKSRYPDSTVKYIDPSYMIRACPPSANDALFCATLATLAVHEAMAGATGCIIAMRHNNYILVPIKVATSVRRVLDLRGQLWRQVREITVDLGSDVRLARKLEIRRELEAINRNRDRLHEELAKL
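1.25 nM PFK with 0.5 mM F6P and 0.1 mM ATP in 0.1 M TEA pH 8.0, 5 mM MgCl2, incubated 45 min at room temperature; ADP measured by ADP-Glo luminescence; compounds titrated up to 57 uM.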
ELG1 genotoxic: inducers of genotoxicity in HEK293T ELG1-luciferase cells; HEK293T ELG1-luciferase reporter, luminescence, 16 h; Potency, µM (highest dose often 46 µM), for inactives: at the highest dose activity change, positive = activation, most hits filed as activators; 1.3% of 330,000 active; AID 504466; note: potency is the fitted concentration of half-maximal effect; % of control where 0% means no effect; nearly all actives have a fitted effect of over 60% in size
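Genotoxicity was scored as increased ELG1-luciferase reporter signal, measured by ONE-Glo luminescence (30 min, room temperature). Compound or vehicle exposure of the HEK293T reporter cells lasted 16 hr at 37°C.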
uPA surface inh: blocks generation of uPA at the cell surface; 0.31% of 330,000 active; AID 540303; Potency, µM (top dose mostly 38.3 µM), for the others: at the top dose activity change, negative = inhibition, usual class: inhibitors; cell surface uPA generation assay, qHTS; active = well fitted inhibition curve with a large enough effect; inconclusive = small, poorly fitted or top-dose-only effect; inactive = no such curve, though single readings can be large or run the other way; tested in mouse RAW 264.7 cells; note: potency is the fitted concentration of half-maximal effect; % is set by controls: 0 for no effect and ±100 for the full control effect; nearly all actives have a fitted effect of over 55% in size
Giardia kill: kills Giardia lamblia; AID 540267; activity change, % at 7.66 µM, hits read low; 0.15% of 340,000 active; Giardia lamblia trophozoite viability; in the data active = activity change below about -80%; inconclusive = between about -30% and that limit;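 note: parasites exposed to compound for two days anaerobically before the ATP read; % is set by controls: 0 for no effect and ±100 for the full control effect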
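Each well holds 100 Giardia trophozoites and compound. After two days (48 hrs) at 37 deg C in anaerobic conditions, ATP is quantified by luminescence.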
KCNH2 3.1 inh: blocks the human KCNH2 3.1 channel isoform. U2OS KCNH2 3.1, thallium flux FluxOr; stronger effect = lower value. activity change, % (tested at about 1.8 µM). 0.95% of 340,000 active;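 active = maximum activity change below -70%; inconclusive = maximum activity change from -70% to -50%; inactive = maximum activity change above -50%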;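 note: thallium influx rate constant from kinetic fluorescence after stimulation buffer; % is set by controls: 0 for no effect and ±100 for the full control effect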
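Normalized rate constant (relative to positive and negative DMSO controls) derived from a 2 min kinetic fluorescence read after stimulation; U2OS cells expressing the 3.1 isoform via virus at 1.77 x 10^8 /mL.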
FLuc counter: inhibits or activates purified firefly luciferase, miR-21 counter-screen; purified FLuc, Km substrates, luminescence inhibition; 6.9% of 360,000 active; P08659; AID 588342; Potency, µM (highest dose often 57.5 µM), for inactives: top-dose activity change, negative = inhibition, most hits filed as inhibitors;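 note: potency is the fitted concentration of half-maximal effect; plate controls were vehicle for no effect and reference inhibitor for full effect; nearly all actives have a fitted effect of over 55% in size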
Target sequence (P08659 whole entry, looked up): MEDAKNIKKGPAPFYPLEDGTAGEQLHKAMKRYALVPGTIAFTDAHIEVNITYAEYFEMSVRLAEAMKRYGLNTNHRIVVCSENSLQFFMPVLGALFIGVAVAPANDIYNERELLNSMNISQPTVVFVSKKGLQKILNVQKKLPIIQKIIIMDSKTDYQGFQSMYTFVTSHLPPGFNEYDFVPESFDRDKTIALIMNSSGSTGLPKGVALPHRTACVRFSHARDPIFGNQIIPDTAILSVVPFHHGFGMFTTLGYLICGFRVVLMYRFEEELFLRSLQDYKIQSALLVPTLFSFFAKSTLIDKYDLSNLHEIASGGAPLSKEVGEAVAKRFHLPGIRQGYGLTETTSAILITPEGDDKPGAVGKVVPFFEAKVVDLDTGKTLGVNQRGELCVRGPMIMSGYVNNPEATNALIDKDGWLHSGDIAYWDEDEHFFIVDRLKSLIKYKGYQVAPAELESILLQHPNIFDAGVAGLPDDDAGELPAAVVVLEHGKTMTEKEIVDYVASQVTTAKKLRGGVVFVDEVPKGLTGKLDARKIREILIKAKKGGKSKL
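Purified P. pyralis luciferase (10nM final) with 10uM D-luciferin and 10uM ATP (Km levels) in 50mM Tris acetate pH 7.5, 10mM Mg acetate, 0.01% Tween-20, 0.05% BSA; qHTS 6-point titration, ~60 µM downward; luminescence read.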
NPC1 prom act: NPC1 promoter activation. 2.4% of 320,000 active. Huh7 NPC1 promoter luciferase reporter, 24 h. Potency, µM (series often up to 9.22 µM), inactives show at the top dose activation, usual class: activators;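 note: potency is the fitted concentration of half-maximal effect; % of control where 0% means no effect; nearly all actives have a fitted effect of over 60% in size; reporter is driven by a mutant NPC1 promoter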
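Luciferase expression driven by the NPC1 promoter was measured in stably transfected Huh7 cells after a 24 h compound incubation, using a luciferase reagent and a luminescence read.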
Gal4-VP16 FLuc: Gal4-VP16 reporter inhibition counter-screen; Drosophila S2 Gal4-VP16 UAS-luciferase, luminescence, 20 h; 3.5% of 310,000 active; Potency, µM (top dose mostly 53.6 µM), for the others: top-dose activity, negative = inhibition, actives largely listed as inhibitors;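 note: Gal4-VP16 expression switched on by copper sulfate through the metallothionein promoter; potency is the fitted concentration of half-maximal effect; % is set by controls: 0 for no effect and ±100 for the full control effect; nearly all actives have a fitted effect of over 50% in size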
Numbers without * were called inactive; ? = inconclusive; · = not tested or not shown; & = joins results of further samples; [ ] = remark or other dose. Unless noted, calls come from the whole dose curve; as a rule, active = well fitted curve in the direction sought with a large enough effect; inconclusive = small, poorly fitted or top-dose-only effect, or another doubt; inactive = no such curve, though single readings can be large; an effect the other way counts as inactive or inconclusive.

SMILES	Rab9 promoter act	RORgamma inh	Coupling enz	Tb PFK block	ELG1 genotoxic	uPA surface inh	Giardia kill	KCNH2 3.1 inh	FLuc counter	NPC1 prom act	Gal4-VP16 FLuc
CCOC(=O)N1CCN(CC(O)COC(CC)c2ccccc2)CC1 (centres undefined)	-2%	3%	1	5%	1%	7%	4	2	0%	-1%	3%
O=c1nc(/C=C/c2ccc(O)c(O)c2)oc2ccccc12	?	-24%	-3	?	21µM*	-8%	-5	19	8.5µM*	?	-16%
COc1cccc(CNC(=O)CN2C(=O)COc3ccc(S(=O)(=O)N4CCCC4)cc32)c1	3%	-4%	·	-3%	-1%	1%	-3	-2	4%	-7%	-12%
Cc1cccc(N2CCN(CC(=O)NCc3ccc(Cl)cc3)CC2)c1C	-2%	-14%	1	-2%	-9%	7%	7	-11	0%	0%	5%
Cc1ccc(NC(=O)C2CC(=O)N(Cc3ccccc3)C2)nc1 (centres undefined)	-8%	·	·	1%	7%	0%	1	14	1%	0%	·
CC(C)[C@H](NC(=O)OCc1ccccc1)C(=O)OCC(=O)N1CCN(c2ccc(F)cc2)CC1	-9%	·	·	0%	-2%	3%	2	?	5%	-3%	·
CCN(CC)CCN1C(=O)c2ccccc2NC1c1ccc(C)cc1 (centres undefined)	3%	14%	1	0%	2%	·	-4	-17	3%	-3%	0%
Cc1oc2cc3oc(=O)c(CC(=O)O)c(C)c3cc2c1-c1ccccc1	-2%	15%	9	1%	4%	-2%	12	17	-19%	0%	-13%
COc1ccc(CC(NC(C)=O)C(=O)NC2CCN(S(=O)(=O)c3ccc(NC(C)=O)cc3)CC2)cc1OC (centres undefined)	3%	-4%	0	0%	5%	-5%	2	5	3%	0%	0%
O=C(CN1C(=O)CCSc2ccc(S(=O)(=O)N3CCOCC3)cc21)Nc1cccc(F)c1	0%	11%	0	-2%	-1%[9.26 µM]	1%	-4	-3	2%	-2%	1%
COC(=O)c1c(NC(=S)Nc2ccc(C(=O)N3CCOCC3)cc2)sc2c1CCC2	0%	4%	1	-2%	0%	6%	16	1	1%	-4%	8%
Cc1ccc(Cn2nnnc2CN2CCC(NC(=O)c3ccccc3F)CC2)cc1	-2%	2%	-2	0%	1%	1%	3	-21	3%	-28%	1%
COc1ccc(CNC(=O)COC(=O)/C=C/c2cccc(Cl)c2)cc1	·	·	·	-1%	2%	3%	2	-6	·	·	·
C/C=C(/C)C(=O)Nc1cccc(C2=NOC3(C2)C[C@H](C(N)=O)N(C(=O)c2ccc(Cl)cc2)C3)c1 (some centres undefined)	-1%	38%	-3	1%	0%	5%	-8	1	-6%	-8%	-10%
O=C1CN(C(=O)c2ccccc2)C(c2ccc(F)cc2)c2cc(Br)ccc2N1 (centres undefined)	0%	18%	1	-3%	-3%	-2%	3	-15	3%&19%	-2%	-5%
O=C(OCc1c(Cl)cccc1Cl)c1cccnc1	-3%	-2%	13	20%	1%	0%	4	-39	0%[2.3 µM]	-1%	1%
C(=N\Nc1nc(-c2ccccc2)cs1)/c1ccco1	3.2µM*	?	-5	-1%	?	2%	4	-2	2.7µM*	2.8µM*	?
O=C(O)CCCN1C(=O)C2C3CC(C2C1=O)C1C(c2ccccc2)c2sc(=O)n(-c4ccccc4)c2SC31 (centres undefined)	-2%	37%	4	-5%	-5%	-3%	1	7	-12%	-23%	-4%
O=C(O)c1ccccc1OCCOc1ccccc1	2%	9%	5	6%	-3%	0%	4	19	-13%	10%	1%[0.365 µM]
CC[C@H](C)C(C(=O)N1CCN(C(=O)OC(C)(C)C)CC1)n1cc(C(CC(C)C)NC(=O)OC(C)(C)C)nn1 (some centres undefined)	11%	-41%	-4	-7%	-8%	6%	13	0	0%	3%	-13%
CSc1nsc(SCc2ccc(F)cc2)n1	0%	?	-4	-4%	25%	7%	-6	14	-18%	3%	24%
O=C(O)c1ccc(N/N=C/c2ccc3ncccc3c2)cc1	?	0.4µM*	-2	19%	?	-1%	-9	14	0.67µM*	?	0.4µM*
CC(C)=CCC/C(C)=C/CNC(=O)CC1C[C@H](C(=O)N2CCCCC2)[C@@]2(C)c3[nH]c4ccccc4c3CCN2C1=O (some centres undefined)	·	·	·	-2%	-1%	-12%	-26	-3	·	·	·
CC(NS(=O)(=O)c1ccc(Br)cc1)C(=O)NC1CCCCCC1 (centres undefined)	-9%	-5%	·	1%	-1%	13%	0	10	-2%	2%	0%
Cc1nn(C)c(Oc2ccccc2)c1CCNS(=O)(=O)c1ccccc1	16%	-17%	2	-2%	-5%	-3%	-7	10	3%	-16%	2%
O=C1CSC(c2ccccc2[N+](=O)[O-])N1CCc1ccccc1 (centres undefined)	0%	10%	2	-2%	-1%	8%	2	-30	-1%	-3%	-2%
Oc1ccc(CCNc2c3ccccc3nc3ccccc23)cc1O	-4%	-30%	-5	-25%	-1%	-19%	-7	-16	-9%	-21%	-9%
COc1cc(C(N)=O)ccc1OCc1ccccc1	·	-6%	5	·	·	-2%	14	19	?	·	30%
COc1cc(NC(=O)c2cccnc2Sc2ccc(Cl)cc2)cc(OC)c1OC	-6%	?	-3	-2%	-4%	-3%	21	0	3%	-1%	0%
CCC(=O)Nc1nonc1-c1nc2ccccc2n1N(C(=O)CC)C(=O)CC	5%	-16%	1	-8%	-6%	-1%	11	-5	3%	-4%	-18%
Cc1ccc(N(CC(=O)NCc2ccc(F)cc2)C(=O)CCC(=O)Nc2ccccn2)cc1C	-2%	?	4	2%	-4%	9%	-13	-3	3%	-2%	10%
COc1ccc(C(=O)N/N=C(\C)Cn2cnc([N+](=O)[O-])n2)cc1	1%	?	-6	-1%	1%	-2%	10	-9	6%	-1%	2%
CC1CC(C)(C)CC2(C1)NC(=O)N(CC(=O)Nc1ccc(N3CCCCC3)cc1)C2=O (centres undefined)	0%	12%	·	-3%	1%	-3%	13	8	?	0%	-7%
CCOc1ccccc1N(CC(=O)Nc1ccc2c(c1)OCO2)S(C)(=O)=O	-6%	5%	1	-2%	1%	5%	-6	4	-2%	-1%	-8%
COc1ccc(Cl)cc1S(=O)(=O)N1CCCC(C(=O)NCCc2ccccc2)C1 (centres undefined)	13%	13%	·	-8%	-6%	2%	-14	0	7%	0%	-4%
S=C(c1cn(CCOc2cccc3ccccc23)c2ccccc12)N1CCCC1	-8%	11µM*	2	1%	-2%	-2%	-10	-15	0%	0%	?
CCCN(CCC)CCNC(=O)c1cc2c(C)nc3ccccc3c2o1	-10%	-8%	0	-3%	0%	·	27	-7	0%	-1%	-14%
c1csc(-c2nc(N3CCCCC3)no2)c1	1.6µM*	0%	-1	0%	15µM*	-2%	7	3	6.7µM*	2.2µM*	?
Cc1cc(C(=O)CSc2ccc(F)cc2)cc(C)c1OC(=S)N(C)C	?	?	0	-5%	1µM*	-2%	-7	-13	0.67µM*	?	-17%
COc1ccc(CCNC(=O)c2ccc(Cl)cc2Cl)cc1	-2%	15%	2	1%	-3%	1%	-12	-10	17µM*	0%	-24%
CC(=O)N(CN1C(=O)c2ccccc2C1=O)c1ccccc1	-2%	-16%	1	-1%	-3%	0%	4	5	2%	-2%	-6%
COc1ccc(CNC(=O)c2cc(=O)c3cc(C)c(C)cc3o2)cc1	2%	0%	4	0%	5%	13%	5	-21	-2%	3%	-2%
CCN(CC)CCN(Cc1cc2cc3c(cc2[nH]c1=O)OCCO3)C(=S)NCCCOC	-2%	20%	0	-15%	6%	-3%	-2	-2	-10%	3%	11%
O=C(O)CCCNS(=O)(=O)c1ccc2ccccc2c1	4%	2%	16	4%	-6%	-1%	9	-31	-7%	-1%	3%
Cc1ccccc1NC(=O)N(CCc1nc2ccccc2[nH]1)Cc1ccccc1	8%	34%	1	1%	-3%	1%	3	-14	1%	-5%	2%
CCN1CCN(C(=O)CCc2nnc(CCCCc3ccccc3)o2)[C@@H](C)C1=O	-3%	5%	3	8%	-4%	·	6	9	5%	-2%	-4%
COC(=O)c1ccc(C(=O)OC)c(NC(=S)N2CCN(c3cccc(Cl)c3)CC2)c1	-14%	-13%[10 µM]	-3	1%	-4%	0%	8	1	0%	-2%	-14%

Quoted at random: two records from the list.
SMILES	Rab9 promoter act	RORgamma inh	Coupling enz	Tb PFK block	ELG1 genotoxic	uPA surface inh	Giardia kill	KCNH2 3.1 inh	FLuc counter	NPC1 prom act	Gal4-VP16 FLuc
COC(=O)c1ccc(C(=O)OC)c(NC(=S)N2CCN(c3cccc(Cl)c3)CC2)c1	-14%	-13%[10 µM]	-3	1%	-4%	0%	8	1	0%	-2%	-14%
Cc1ccccc1NC(=O)N(CCc1nc2ccccc2[nH]1)Cc1ccccc1	8%	34%	1	1%	-3%	1%	3	-14	1%	-5%	2%

Not a hit list; any-hit rate near 14%.
